# Assay outcomes (PubChem)
# PGC1a acetyl inh = modulators of PGC1a acetylation; U2OS PGC1a acetylation, AlphaScreen anti-acetyl-lysine; with virally co-expressed GCN5 acetyltransferase; inhibition, % at 15.6 µM; 0.17% of 350,000 active;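 active = every replicate shows inhibition of at least 40%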;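 note: 0% = neutral control wells and 100% = positive control wells; some results beyond the cut were filed as inactive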
# GSIS activator = primary screen for activators of insulin secretion dependent on glucose, INS-1E cells, GLuc reporter luminescence; INS-1E GLuc reporter insulin secretion, 2-3 h; activation, % at 16.6 µM; 0.61% of 370,000 active; AID 743287;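 active = lowest replicate activation of at least 40%, so every replicate reaches that level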;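 note: 0% = median of neutral control wells and 100% = median of IBMX positive control wells; some compounds called inactive have numbers as strong as hits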
# CFTR F508del cor = CFTR F508del correction in bronchial cells | CFBE cells, YFP halide quenching; stimulated with forskolin plus potentiator P3; % fluorescence drop versus neutral controls | activity (quench increase), % at 7.58 µM | 0.36% of 350,000 active;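 active = mean added fluorescence quench of at least 8% versus neutral control, with both replicates also reaching 8%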;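 note: cells transiently co-express mutant CFTR-F508del with the halide-sensitive YFP; corrector assay measuring rescue of mutant channel to the surface after 24 h compound exposure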
# Starred values were filed as active, the others as inactive. Some of the compounds tested, so the mix of outcomes need not match the whole.
# The opening six compounds, to show the layout:
structure	PGC1a acetyl inh	GSIS activator	CFTR F508del cor
COc1ccc(NC(=O)N2CC3(C2)CN(CC2CC2)[C@H](CO)c2c3c3ccc(OC)cc3n2C)cc1	-2.5	-4.4	0.1
COc1ccc2c3c(n(C)c2c1)[C@@H](CO)N(Cc1cccc(Cl)c1)CC31CCN(C(C)=O)CC1	-0.7	-13.2	0.2
COc1ccccc1C(=O)C1CCCN(Cc2ccc(Oc3ncccn3)cc2)C1 (centres undefined)	-9.7	4.7	0.1
COc1ccc2c3c(n(C)c2c1)[C@@H](CO)N(C(=O)CN1CCOCC1)CC31CCN(C(=O)C2CC2)CC1	5.0	-10.6	-1.6
CCCC(=O)N1CC2(CCN(C(=O)CC3CC3)CC2)c2c(n(C)c3cc(OC)ccc23)[C@@H]1CO	0.1	1.3	2.8
COc1ccc2c3c([nH]c2c1)[C@H](CO)N(C(C)=O)CC31CN(C(=O)Nc2ccccc2F)C1	6.8	-7.0	0.0

# This part in full, repeating the preview:
structure	PGC1a acetyl inh	GSIS activator	CFTR F508del cor
COc1ccc(NC(=O)N2CC3(C2)CN(CC2CC2)[C@H](CO)c2c3c3ccc(OC)cc3n2C)cc1	-2.5	-4.4	0.1
COc1ccc2c3c(n(C)c2c1)[C@@H](CO)N(Cc1cccc(Cl)c1)CC31CCN(C(C)=O)CC1	-0.7	-13.2	0.2
COc1ccccc1C(=O)C1CCCN(Cc2ccc(Oc3ncccn3)cc2)C1 (centres undefined)	-9.7	4.7	0.1
COc1ccc2c3c(n(C)c2c1)[C@@H](CO)N(C(=O)CN1CCOCC1)CC31CCN(C(=O)C2CC2)CC1	5.0	-10.6	-1.6
CCCC(=O)N1CC2(CCN(C(=O)CC3CC3)CC2)c2c(n(C)c3cc(OC)ccc23)[C@@H]1CO	0.1	1.3	2.8
COc1ccc2c3c([nH]c2c1)[C@H](CO)N(C(C)=O)CC31CN(C(=O)Nc2ccccc2F)C1	6.8	-7.0	0.0
O=C(O)c1cc(Sc2ccc(Br)cc2)nc2ccccc12	-5.7	-8.2	3.1
CCOC(=O)C1CCCN(C(=O)c2ccccc2[N+](=O)[O-])C1 (centres undefined)	6.4	2.4	1.1
CN(C)CC#Cc1ccc([C@@H]2[C@@H](CO)N3C(=O)CN(C(=O)c4cccc(F)c4)C[C@@H]23)cc1	0.5	-1.5	-2.2
C[C@@H]1CN([C@@H](C)CO)C(=O)Cc2cc(NS(=O)(=O)c3ccc(Cl)cc3)ccc2O[C@@H]1CN(C)Cc1ccc(C(=O)Nc2ccccc2N)cc1	-16.0	36.7	-0.2
COc1cc(C(=O)c2nccc3cc(OC)c(OC)cc23)c([N+](=O)[O-])cc1OC	4.6	21.2	2.1
COCC#Cc1ccc([C@@H]2[C@H]3CN(C(=O)Nc4ccc(F)cc4)CC(=O)N3[C@H]2CO)cc1	1.7	31.8	1.5
COc1cccc(-c2ccc([C@H]3[C@H]4CN(C(=O)c5ccncc5)CC(=O)N4[C@H]3CO)cc2)c1	-1.2	-3.9	-0.7
Cc1cccc(C(=O)N2CCN=C2SCc2ccc([N+](=O)[O-])cc2)c1	-5.0	10.6	-1.4
CC=Cc1ccc2n(c1=O)C[C@@H]1[C@@H](CO)[C@H](C(=O)NC3CCC3)N(CCC)[C@H]21 (mixture of isomers)	4.5	2.9	1.3
C[C@H]1CN([C@@H](C)CO)C(=O)Cc2cc(NC(=O)Nc3ccccc3)ccc2O[C@H]1CN(C)Cc1ccc(C(=O)Nc2ccccc2N)cc1	-18.4	4.1	1.2
Cc1ccc(O)c(N=Cc2cc(Cc3ccccc3)cc([N+](=O)[O-])c2O)c1	-2.1	2.0	-2.5
C[C@@H]1CN([C@H](C)CO)C(=O)c2cc(NS(=O)(=O)c3cccs3)ccc2O[C@@H]1CN(C)Cc1ccc(C(=O)Nc2ccccc2N)cc1	5.3	16.8	0.4
COc1ccc2c3c([nH]c2c1)[C@@H](CO)N(C(=O)Nc1ccccc1F)CC31CN(C(C)=O)C1	9.4	-11.2	1.7
C/C=C/c1ccc([C@@H]2[C@H](CO)N(C(C)=O)C23CN(S(C)(=O)=O)C3)cc1	-4.0	-2.1	-2.7
CN(C)C(=O)[C@H]1[C@H](CO)[C@H]2Cn3c(cccc3=O)[C@@H]1N2CC1CCCC1	0.9	3.3	1.5
C[C@@H]1CN([C@@H](C)CO)C(=O)c2cc(NC(=O)CCCCCC(=O)Nc3ccccc3N)ccc2O[C@H]1CN(C)Cc1ccccc1	4.3	0.3	-3.6
C[C@@H]1CN([C@@H](C)CO)C(=O)c2cccc(NC(=O)C3CCCCC3)c2O[C@@H]1CN(C)Cc1ccccc1	1.3	-0.6	0.8
COCC#Cc1ccc([C@@H]2[C@@H](CO)N3C(=O)CN(C(=O)Nc4ccc(F)cc4)C[C@H]23)cc1	0.5	-8.5	1.7
C[C@@H]1CCCCO[C@H](CN(C)Cc2ccc(C(F)(F)F)cc2)[C@@H](C)CN([C@H](C)CO)C(=O)c2cc(NC(=O)CCCCCC(=O)Nc3ccccc3N)ccc2O1	15.1	-11.5	1.1
COc1ccc2c3c(n(C)c2c1)[C@@H](CO)N(Cc1ccccc1F)CC31CCN(CC2CC2)CC1	-4.2	-3.1	0.3
CC(C)NC(=O)NCC[C@@H]1CC[C@@H](NS(=O)(=O)c2ccccc2)[C@@H](CO)O1	1.1	9.7	0.0
O=C(NC1CCCC1)N1CC(=O)N2[C@H](C1)[C@H](c1ccc(-c3ccc(F)cc3)cc1)[C@@H]2CO	-5.6	-4.1	-2.1
O=c1[nH]c2ccc(NC(=S)Nc3ccccc3)cc2[nH]1	5.5	18.7	2.0
COc1ccc2c3c([nH]c2c1)[C@H](CO)N(C(=O)CC1CC1)CC31CN(Cc2ccncc2)C1	3.8	4.7	2.3
COc1ccc(NC(=O)N2CC(=O)N3[C@H](CO)[C@@H](c4ccc(C5=CCCC5)cc4)[C@@H]3C2)cc1	14.9	-28.3	2.3
O=C(C[C@@H]1CC[C@H](NC(=O)c2ccncc2)[C@H](CO)O1)NCc1ccncn1	-6.0	22.6	-1.7
CCC(=O)N1CC2(C1)[C@H](c1ccccc1)[C@@H](CO)N2S(=O)(=O)Cc1ccccc1	0.3	9.7	1.5
C[C@H](CO)N1C[C@H](C)[C@H](CN(C)CC2CC2)Oc2c(NC(=O)CCCCCC(=O)Nc3ccccc3N)cccc2C1=O	4.6	17.1	-0.4
CCCC#Cc1ccc([C@H]2[C@H](CO)N3C(=O)CN(C(=O)Nc4cc(F)ccc4F)C[C@@H]23)cc1	17.3	-20.1	10.3*
Cc1ccc(-c2ccc([C@@H]3[C@@H](CO)N4C(=O)CN(C(=O)c5ccc(F)cc5)C[C@H]34)cc2)cc1	-19.7	-7.5	1.4
COc1ccc(C#Cc2ccc([C@H]3[C@H]4CN(C(=O)c5cccnc5)CC(=O)N4[C@H]3CO)cc2)cc1	-1.0	1.7	-3.0
Cc1ccc(-c2ccc([C@H]3[C@@H](CO)N4C(=O)CN(C(=O)c5ccncc5)C[C@H]34)cc2)cc1	-7.7	-3.2	-4.8
CCC(=O)N1CC(=O)N2[C@H](CO)[C@@H](c3ccc(-c4ccc(C(=O)N(C)C)cc4)cc3)[C@H]2C1	-4.1	5.8	0.6
O=C(Cc1ccccn1)N1CC(=O)N2[C@H](C1)[C@@H](c1ccc(C#CC3CC3)cc1)[C@@H]2CO	6.7	3.8	0.9
C[C@@H]1CN([C@@H](C)CO)C(=O)c2cc(NC(=O)CCCCCC(=O)Nc3ccccc3N)ccc2O[C@H]1CN(C)S(C)(=O)=O	-1.4	21.2	-0.1
C/C=C/c1ccc([C@@H]2[C@H](CO)N3C(=O)CN(Cc4ccc(C(=O)OC)cc4)C[C@@H]23)cc1	3.8	-5.2	-7.7
O=C(c1ccccc1F)N1CC(=O)N2[C@@H](CO)[C@H](c3ccc(C#Cc4ccc(F)cc4)cc3)[C@@H]2C1	-8.9	-1.2	1.2
COc1cccc(-c2ccc([C@H]3[C@@H](CO)N4C(=O)CN(C(=O)c5ccncc5)C[C@@H]34)cc2)c1	-3.2	31.1	1.9
COCC(=O)N1CC2(CN[C@@H](CO)c3c2c2ccc(OC)cc2n3C)C1	-2.1	0.8	1.1
COc1ccc(OCCCC(=O)Nc2nc(C)c(C(C)=O)s2)cc1	-15.7	-11.1	1.4
O=C(c1ccccc1)N1CC(=O)N2[C@H](CO)[C@@H](c3ccc(C#CC4CC4)cc3)[C@H]2C1	6.0	10.3	2.9
CC(=O)N1CC2(C1)[C@H](c1ccc(-c3ccc(F)cc3)cc1)[C@@H](CO)N2C(C)=O	2.0	-5.6	2.2
O=C(c1cnccn1)N1CC2(C1)[C@H](c1ccccc1)[C@H](CO)N2C(=O)c1ccccc1	7.0	4.5	0.6
COc1ccc(S(=O)(=O)N(C)C[C@@H]2Oc3ccc(NS(=O)(=O)c4ccc(C)cc4)cc3C(=O)N([C@@H](C)CO)C[C@H]2C)cc1	-2.2	-8.7	-1.1

# Next section.
smiles	PGC1a acetyl inh	GSIS activator	CFTR F508del cor
CC(=O)c1cccc(CN2CCN(CCc3ccccc3)C(CCO)C2)c1 (centres undefined)	7.9	-8.1	-3.3
COc1ccc(CN(C)C[C@@H]2OCCCC[C@@H](C)Oc3ccc(NC(=O)CCCCCC(=O)Nc4ccccc4N)cc3C(=O)N([C@H](C)CO)C[C@@H]2C)cc1	-3.7	27.4	-0.1
O=C1CC(N2CCC(c3nc4ccccc4[nH]3)CC2)C(=O)N1c1cccc(F)c1 (centres undefined)	-3.6	14.4	-2.1
O=C(c1cccnc1)N1CC2(C1)[C@@H](c1ccccc1)[C@@H](CO)N2Cc1ccncc1	0.3	9.6	-1.3
Cc1cccc(C2c3[nH]c4ccccc4c3CCN2C(=O)c2cc3c([nH]c2=O)CCCC3)n1 (centres undefined)	1.4	-6.5	-3.7
NC(=O)CCC(NC(=O)c1ccc(Cl)cc1)C(=O)O (centres undefined)	8.1	11.9	-0.3
O=C(C[C@@H]1CC[C@H](NC(=O)Nc2ccccc2F)[C@@H](CO)O1)NCc1ccc(F)cc1	-8.4	11.7	-1.8
O=C(c1ccncc1)N1CC(=O)N2[C@H](CO)[C@@H](c3ccc(-c4ccccc4)cc3)[C@@H]2C1	8.3	4.7	-0.7
CCCC#Cc1ccc([C@H]2[C@H](CO)N3C(=O)CN(C(=O)NC4CCCC4)C[C@@H]23)cc1	-7.4	-8.1	-2.4
COc1ccc(CNc2ccc(C)c(C)c2)cc1	4.8	-4.8	-0.2
CC(C)NC(=O)N1CC2(C1)[C@H](c1ccccc1)[C@@H](CO)N2Cc1cccnc1	2.6	15.5	3.7
COc1ccc2c3c([nH]c2c1)[C@@H](CO)N(C)CC31CCN(C(=O)C2CC2)CC1	-6.2	4.0	-1.1
O=C(C[C@H]1C=C[C@@H](NC(=O)Nc2ccccc2)[C@@H](CO)O1)NCc1cccc(F)c1	3.5	0.9	-4.8
O=C(COC(=O)C1CC1)Nc1ccc2c(c1)OCO2	1.1	-3.6	-1.6
Nc1nc(COc2ccc(F)cc2Cl)nc(N2CCCCC2)n1	-1.4	-4.5	-3.9
O=C(Nc1ccccc1F)N1CC(=O)N2[C@H](C1)[C@@H](c1ccc(C#CC3CC3)cc1)[C@@H]2CO	-3.4	-11.1	0.7
COCc1cc(SC2CCCCC2)nc(C)n1	4.9	-1.7	0.3
COc1ccc(CN(C)C[C@@H]2Oc3c(NC(=O)CCCCCC(=O)Nc4ccccc4N)cccc3C(=O)N([C@H](C)CO)C[C@H]2C)cc1	-36.8	-12.5	-0.9
C/C=C/c1ccc([C@@H]2[C@H]3CN(Cc4ccccc4)CC(=O)N3[C@H]2CO)cc1	9.3	9.7	1.0
O=C(NC1CCCC1)[C@@H]1[C@@H](CO)[C@@H]2Cn3c(ccc(-c4ccccc4)c3=O)[C@H]1N2	-1.9	3.2	-0.6
Cn1c(=O)[nH]c(=O)c2c1nc(Br)n2CCSc1nnnn1-c1ccccc1	12.0	0.7	2.0
CCCNC(=O)N1CC2(C1)[C@H](c1ccccc1)[C@@H](CO)N2C(=O)c1ccncc1	-1.2	15.0	0.1
CCCC(=O)Nc1ccc2c(c1)COC2=O	4.8	-2.5	1.1
COc1ccc(-c2ccc([C@H]3[C@H]4CN(C(=O)c5ccccn5)CC(=O)N4[C@H]3CO)cc2)cc1	-11.1	-3.7	-2.2
Cc1ccc(C(=O)O)cc1NC(=O)c1ccc(Cn2nc(C)c(Cl)c2C)o1	-2.5	-2.2	0.3
CCN1[C@@H]2Cn3c(ccc(-c4cccnc4)c3=O)[C@H]1[C@@H](C(=O)NC1CCCC1)[C@@H]2CO	4.5	8.3	1.3
COc1ccc(S(=O)(=O)N(C)C[C@H]2Oc3c(NC(=O)CCCCCC(=O)Nc4ccccc4N)cccc3C(=O)N([C@H](C)CO)C[C@@H]2C)cc1	-2.7	-6.7	-1.0
C=CCn1c(SCC(=O)CC(=O)OCC)nc2cc(C(=O)N3CCC(C(N)=O)CC3)ccc2c1=O	6.7	1.0	-1.9
CCCNC(=O)N1CCC2(CC1)CN(C(=O)CC)[C@H](CO)c1c2c2ccc(OC)cc2n1C	-3.9	-12.2	2.2
